# Compound activity as filed in PubChem.
# 697 NFkB inh: inhibitors of PMA/ionomycin-induced NF-kB reporter, 697 cells, primary screen, B-cell NF-kB inhibitor project, cell-based, luminescence, uHTS | 697 B-cell NF-kB luciferase reporter, 16 h | 330,000 compounds, 0.33% hits | inhibition, % at 4 µM | AID 435022, 2010; in the data active = inhibition above about 35%
# Jurkat NFkB inh: inhibitors of induced NF-kB luciferase reporter, primary screen, TCR NF-kB activation inhibitor project, cell-based, luminescence, uHTS; Jurkat, PMA/ionomycin-induced NF-kB luciferase reporter; inhibition, % at 4 µM; 330,000 compounds, 0.53% hits; AID 435003, 2010; in the data active = inhibition above about 50%
# Mdm2 MdmX PPI: inhibitors of human Mdm2-MdmX association, primary screen, cell-based, luminescence, split luciferase, SaOS-2, uHTS | AID 485346, 2010 | 330,000 compounds, 3% hits | inhibition, % at 8 µM | SaOS-2 split-luciferase Mdm2/MdmX complementation;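 active = inhibition of at least 50% at 8 µM in the primary screen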
# APJ ag: agonists of human apelin receptor APJ, primary screen, CHO-K1 cells, PathHunter beta-arrestin, luminescence | 0% DMSO wells, 100% apelin | activation, % at 20 µM | 330,000 compounds, 0.11% hits | AID 2520, 2010;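 active = activation more than six SD over the plate average, tested at 20 µM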;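 note: 0% = DMSO alone and 100% = apelin-13 at 10 nM; some results filed as inactive read as strong as hits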
# Target sequence (P35414 whole entry, looked up): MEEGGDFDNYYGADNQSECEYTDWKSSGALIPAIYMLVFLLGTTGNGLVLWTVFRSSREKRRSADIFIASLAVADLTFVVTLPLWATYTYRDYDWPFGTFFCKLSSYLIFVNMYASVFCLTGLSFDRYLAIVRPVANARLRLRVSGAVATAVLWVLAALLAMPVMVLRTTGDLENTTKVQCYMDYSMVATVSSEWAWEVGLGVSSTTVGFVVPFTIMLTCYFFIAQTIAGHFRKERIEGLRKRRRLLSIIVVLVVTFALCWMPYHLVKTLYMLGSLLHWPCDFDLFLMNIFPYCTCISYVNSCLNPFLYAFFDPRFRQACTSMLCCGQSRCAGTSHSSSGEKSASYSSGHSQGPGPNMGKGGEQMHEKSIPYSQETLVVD
#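 Incubation: overnight seeding, 90 min compound at 25 °C, 1 h detection; test system: PathHunter CHO-K1 APJ (AGTRL-1) beta-arrestin reporter cells; amount: 1000 cells/well; doses: one dose, 20 µM compound, 1% DMSO; measured by: beta-gal luminescence; measure: agonist-driven arrestin binding to APJ; benchmarks: negative DMSO alone, positive Apelin-13 at 10 nM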
# XBP1 UPR activ: activators of adaptive XBP1 UPR arm, primary screen, cell-based, CHO-XBP1 luciferase reporter, luminescence, uHTS; IRE1-XBP1 UPR activation; percent of tunicamycin response, DMSO as zero; 330,000 compounds, 0.33% hits; activation, % at 20 µM;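 active = versus positive control, 20 µM dose yields 30% or more activation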;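 note: 100% = tunicamycin at 10 µg/mL and 0% = DMSO only wells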
#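 assay system = CHO-XBP1 luciferase reporter cells | amount = 1000 cells/well | buffer or medium = F12 plus 10% FBS | compound dosing = single point, 20 µM final compound, 1% DMSO | incubation = 16-18 h cell attachment at 37 °C, then 6 h compound exposure | detection = Steady-Glo luminescence read | controls = tunicamycin 10 µg/mL and vehicle-only wells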
# tim23-1 inh: growth inhibitors of tim23-1 mutant yeast, primary screen, luminescence, uHTS; S. cerevisiae tim23-1 growth, BacTiter-Glo luminescence, 24 h; inhibition, % at 20 µM; AID 463212, 2010; 330,000 compounds, 1.3% hits;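 active = growth inhibition of the mutant yeast at or above 50%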;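 note: temperature-sensitive mutant grown at 25 °C; plate controls were DMSO-treated mutant yeast for no effect and medium wells lacking yeast for full effect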
# UPR CHOP act: activators of apoptotic CHOP UPR arm, primary screen, cell-based, CHO-CHOP luciferase reporter, luminescence, uHTS; UPR activation; percent of tunicamycin response over DMSO baseline; activation, % at 10 µM; 330,000 compounds, 0.34% hits; AID 449763, 2010;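 active = at 10 µM dose, activation of 40% or more, normalized to positive control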;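 note: 100% = tunicamycin at 10 µg/mL and 0% = DMSO alone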
#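 System: CHO-CHOP luciferase reporter cell line; amount: 500 cells/well; buffer or medium: F12 medium containing 10% fetal bovine serum; incubation: 6 h compound exposure at 37 °C after overnight seeding; measured by: luciferase luminescence after 10 min with Steady-Glo reagent; evaluation: % reporter activation, DMSO baseline versus tunicamycin full activation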
# APJ antag: antagonists of human apelin receptor APJ, primary screen, CHO-K1 cells, beta-arrestin complementation, luminescence | 330,000 compounds, 0.32% hits | AID 2521, 2010 | inhibition, % at 20 µM | P35414;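 active = inhibition above about 40% at 20 µM, limit read from the data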;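 note: cells challenged with 10 nM apelin-13 agonist together with compound; plate controls were apelin-13 plus DMSO wells for no effect and DMSO wells lacking apelin-13 for full effect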
# The depositor's hits bear a star.
SMILES,697 NFkB inh,Jurkat NFkB inh,Mdm2 MdmX PPI,APJ ag,XBP1 UPR activ,tim23-1 inh,UPR CHOP act,APJ antag
O=S(=O)(NCC1CCCO1)c1ccc(Cl)cc1 (configuration not stated),-4,-7,8,-1,-1,0,0.5,-20
CCOc1ccc(C(=O)OC(C)CN2CCN(C)CC2)cc1 (configuration not stated),5,-8,24,-4,13,4,1.6,-9
C/C=C/C(=O)Nc1cccc(C2=NOC3(C2)C[C@@H](C(N)=O)N(C(=O)C(c2ccccc2)c2ccccc2)C3)c1 (some centres not stated),1,2,16,-1,-1,11,2.4,-11
O=C(c1ccco1)N1CCN(C(=O)C(Sc2ccccc2)c2ccccc2)CC1 (configuration not stated),-46,-14,2,-2,-3,29,-1.1,4
O=C(O)c1cc(NS(=O)(=O)c2cccs2)cc(NS(=O)(=O)c2cccs2)c1,17,8,25,-4,-6,7,-2.3,1
CC(C)Cn1c(N)c(C(=O)COC(=O)c2cccnc2Cl)c(=O)n(C)c1=O,-10,2,-4,1,-2,12,-0.3,2
CCOC(=O)c1cccc(NC(=O)CCNS(=O)(=O)c2cccc3nonc23)c1,-52,-38,6,1,-1,-1,1.4,-3
O=C(NN1C(=O)/C(=C/C=C/c2ccccc2)SC1=S)c1ccncc1,9,14,11,-4,-2,-6,-1.0,-4

# Entries of single compounds from above:
# `CCOC(=O)c1cccc(NC(=O)CCNS(=O)(=O)c2cccc3nonc23)c1` across the screens: 697 NFkB inh = -52; Jurkat NFkB inh = -38; Mdm2 MdmX PPI = 6; APJ ag = 1; XBP1 UPR activ = -1; tim23-1 inh = -1; UPR CHOP act = 1.4; APJ antag = -3
# `O=C(O)c1cc(NS(=O)(=O)c2cccs2)cc(NS(=O)(=O)c2cccs2)c1` across the screens: 697 NFkB inh = 17; Jurkat NFkB inh = 8; Mdm2 MdmX PPI = 25; APJ ag = -4; XBP1 UPR activ = -6; tim23-1 inh = 7; UPR CHOP act = -2.3; APJ antag = 1

# (cont.)
SMILES,697 NFkB inh,Jurkat NFkB inh,Mdm2 MdmX PPI,APJ ag,XBP1 UPR activ,tim23-1 inh,UPR CHOP act,APJ antag
COc1cc(-c2noc(C)c2C#CC2(O)CCCCC2)cc(OC)c1OC,18,-3,61*,-3,4,4,-1.2,-8
CCN(CC(=O)Nc1ccc(NC(C)=O)cc1)CC(=O)Nc1ccccc1C(=O)c1ccccc1,-1,2,11,-3,11,11,-0.2,-1
N#C/C(=N\Nc1ccccc1)C(=N)N1CCCCC1,-89,-124,-24,-2,1,1,5.4,19
Cc1cc(-c2n[nH]c(=S)n2/N=C/c2ccc(Br)s2)n[nH]1,-21,-4,0,0,-3,30,-0.2,-13
COc1ccc(Cc2nnc(SCC(=O)NCc3ccco3)o2)cc1,9,8,4,1,0,6,-0.2,1
COc1ccc(C2=NN(C(=O)c3ccccc3)C(c3ccc(OC)c(OC)c3)C2)cc1OC (configuration not stated),-13,2,-14,0,6,21,0.3,5
Cc1cc(/C=C2\SC(=S)NC2=O)cc(C)c1O,-25,-7,15,-6,6,21,1.1,13
O=C(NC1CC1)c1cc2c(s1)CS(=O)(=O)C2,6,9,17,-4,2,-13,-0.4,19

# Sorted by number of heavy atoms (rising): some entries from above.
SMILES,697 NFkB inh,Jurkat NFkB inh,Mdm2 MdmX PPI,APJ ag,XBP1 UPR activ,tim23-1 inh,UPR CHOP act,APJ antag
O=C(NC1CC1)c1cc2c(s1)CS(=O)(=O)C2,6,9,17,-4,2,-13,-0.4,19
Cc1cc(/C=C2\SC(=S)NC2=O)cc(C)c1O,-25,-7,15,-6,6,21,1.1,13
N#C/C(=N\Nc1ccccc1)C(=N)N1CCCCC1,-89,-124,-24,-2,1,1,5.4,19
Cc1cc(-c2n[nH]c(=S)n2/N=C/c2ccc(Br)s2)n[nH]1,-21,-4,0,0,-3,30,-0.2,-13
CCOc1ccc(C(=O)OC(C)CN2CCN(C)CC2)cc1 (configuration not stated),5,-8,24,-4,13,4,1.6,-9
O=C(NN1C(=O)/C(=C/C=C/c2ccccc2)SC1=S)c1ccncc1,9,14,11,-4,-2,-6,-1.0,-4
CC(C)Cn1c(N)c(C(=O)COC(=O)c2cccnc2Cl)c(=O)n(C)c1=O,-10,2,-4,1,-2,12,-0.3,2
O=C(c1ccco1)N1CCN(C(=O)C(Sc2ccccc2)c2ccccc2)CC1 (configuration not stated),-46,-14,2,-2,-3,29,-1.1,4
COc1ccc(C2=NN(C(=O)c3ccccc3)C(c3ccc(OC)c(OC)c3)C2)cc1OC (configuration not stated),-13,2,-14,0,6,21,0.3,5
CCN(CC(=O)Nc1ccc(NC(C)=O)cc1)CC(=O)Nc1ccccc1C(=O)c1ccccc1,-1,2,11,-3,11,11,-0.2,-1
C/C=C/C(=O)Nc1cccc(C2=NOC3(C2)C[C@@H](C(N)=O)N(C(=O)C(c2ccccc2)c2ccccc2)C3)c1 (some centres not stated),1,2,16,-1,-1,11,2.4,-11

# (listing goes on)
SMILES,697 NFkB inh,Jurkat NFkB inh,Mdm2 MdmX PPI,APJ ag,XBP1 UPR activ,tim23-1 inh,UPR CHOP act,APJ antag
CCN(CC)C(=O)CSc1nnc(CCN)o1,4,1,-27,-3,-3,18,-0.9,3
O=C(NC(=S)Nc1cccc(Cl)c1Cl)C1CC1,-40,-9,33,-1,3,51*,2.4,-4
COC(=O)c1sc(N2C(=O)C(O)=C(C(=O)c3ccc(C)o3)C2c2ccc([N+](=O)[O-])cc2)nc1C (configuration not stated),1,-10,4,-9,-4,1,1.1,18
O=C(c1cc(N2CCCCC2)nc2ccccc12)N1CCOCC1,4,5,4,-2,-1,9,-0.8,-5
CCCCCC(=O)NC(NC(=S)Nc1ccc(S(N)(=O)=O)cc1)C(Cl)(Cl)Cl (configuration not stated),3,12,28,-2,-2,0,-1.7,3
Cc1ccccc1CNC(=O)c1ccc(CSCc2ccccc2)cc1,-16,-15,2,-5,1,21,-2.8,5
CCOC(=O)c1c(C)nc2sc3c(c2c1-c1ccc(OC)cc1)NC(c1ccc(OC)cc1)NC3=O (configuration not stated),-32,14,21,-2,3,2,3.2,10
Cc1ccc(/C(N)=N/OC(=O)c2ccco2)cc1,-213,-114,-95,10,1,38,2.2,-17
O=C(COC(=O)c1nn(-c2ccccc2C(F)(F)F)cc1O)c1ccc(OC(F)F)cc1,13,4,7,-8,1,10,0.3,11
N#C/C(=C\c1ccc(N2CCOCC2)o1)c1ccccc1,-17,-1,-276,0,1,36,1.8,12
O=C(COC(=O)[C@@H]1CCCN1C(=O)c1cccs1)Nc1cccc([N+](=O)[O-])c1,7,12,11,-4,-1,22,0.7,1
N#Cc1ccc(C23CC4(C2)[C@H](CN(Cc2cccnc2)[C@@H]4c2ccccc2)C3c2ccccc2)cc1 (some centres not stated),14,15,27,1,-1,17,3.0,-56
CCn1cc(C(=O)Nc2ncccc2O)c(=O)c2cc(F)c(N3CCN(C(=O)c4ccco4)CC3)cc21,34,8,43,1,-3,5,0.6,-33
COC(=O)CC(NC(=O)c1cccs1)c1ccc(OC)c(OC)c1 (configuration not stated),8,-3,3,-4,0,0,-0.4,-12
O=C(c1cccc2nc3ccccc3nc12)N1CCOCC1,-2,-13,6,-3,-4,-3,-1.3,17
Nc1nc(COc2ccc3ccccc3c2)cs1,-87,-75,-70,6,6,32,5.8,0
Cc1ccc(NC(=O)CNc2cccc(S(=O)(=O)N3CCCC3)c2)cc1F,9,11,2,11,-1,15,-0.2,6
CCc1c(O)nc(SCc2ccccc2)n(C(C)CC)c1=O (configuration not stated),-2,-5,-6,0,-1,52*,-2.0,-14
CCCc1cc(C(=O)NC2CCCCC2)no1,-79,-49,-3,-3,2,17,1.4,-2
Cc1ccccc1N=Cc1cc2c(cc1O)OC(N)=C(C#N)C2c1ccccc1 (configuration not stated),6,10,17,-1,0,26,1.6,-11
COc1ccc(Cl)cc1Nc1nnc(-c2ccncc2)s1,-3,-10,29,-1,13,-5,5.5,4
CC(=O)Nc1ccc(OCC(O)CN2CCN(c3cc(Cl)ccc3C)CC2)cc1 (configuration not stated),-9,13,11,-4,2,20,-2.5,15
Cc1cc(Cl)ccc1OCC(=O)N/N=C/c1ccc(OC2OC(CO)C(O)C(O)C2O)cc1 (configuration not stated),4,4,22,-3,-1,-5,-0.3,5
O=C(O)c1ccc(CNCc2ccc(Cl)cc2)cc1,6,9,18,-5,-4,-2,-1.5,16
CCOC(=O)c1c(C)n(C)c2ccc(OC)c(NC(=O)CN3CCSCC3)c12,-6,3,11,-2,0,4,0.1,2
Cc1cccc(OCc2nc(-c3cccnc3)no2)c1,-10,-29,-22,2,1,15,0.5,-4
CC(=O)c1cc2c(cc1NS(=O)(=O)c1cccc(C(=O)O)c1)OCO2,3,2,17,-2,0,-12,0.9,4
O=S(=O)(NNc1ccc(Cl)nn1)c1ccc(F)cc1,24,10,17,1,0,-2,1.2,-8
O=C(CN1C(=O)CSc2ccccc21)N/N=C/c1ccco1,0,-5,11,-4,1,15,-0.3,10
Cc1cc(NC(=O)CSc2cc(C)c3ccccc3n2)no1,20,9,3,-5,-4,-2,0.3,8
Cc1cc(C)c(C#N)c(SCc2nnc(-c3ccccc3)o2)n1,-362,28,85*,5,-6,23,-5.2,0
COC(=O)c1sc2ccccc2c1N,-18,-23,-23,-3,2,15,4.8,2
Cc1ccc(-c2nc(CS(=O)CC(=O)N3CCN(c4ccccc4)CC3)c(C)o2)cc1 (configuration not stated),3,18,4,0,6,18,0.9,11
C=C1CCN([C@@H](CC(C)C)C(=O)NCCCc2ccccc2)S(=O)(=O)c2ccccc21,14,5,19,-5,-2,38,0.9,18
COc1ccc(C(=O)c2c(C)oc3cc([N+](=O)[O-])c(O)c([N+](=O)[O-])c23)cc1,15,1,-20,-8,0,9,1.9,4
CC(=O)Nc1ccc(S(=O)(=O)N(Cc2cccnc2)Cc2cc3ccccc3[nH]c2=O)cc1,9,7,39,7,0,22,-0.1,-26
O=C(NCc1cccc(C(F)(F)F)c1)c1ccc2c(c1)OCCO2,12,21,1,1,5,18,2.2,10

# Rows were taken by chance; about 5% have a hit in one of these screens.
